# From PubChem
# PREPL inh: human PREPL enzyme inhibition. AID 2751. actives 0.68% (n = 320,000). Q4J6C6. recombinant PREPL, fluorescence polarization activity-based probe. inhibition, % at 5.96 µM; in the data active = inhibition above about 43%;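 also: 0% = enzyme with DMSO and 100% = wells lacking enzyme; many of its hits are not listed in these tables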
# Target sequence (Q4J6C6 whole entry, looked up): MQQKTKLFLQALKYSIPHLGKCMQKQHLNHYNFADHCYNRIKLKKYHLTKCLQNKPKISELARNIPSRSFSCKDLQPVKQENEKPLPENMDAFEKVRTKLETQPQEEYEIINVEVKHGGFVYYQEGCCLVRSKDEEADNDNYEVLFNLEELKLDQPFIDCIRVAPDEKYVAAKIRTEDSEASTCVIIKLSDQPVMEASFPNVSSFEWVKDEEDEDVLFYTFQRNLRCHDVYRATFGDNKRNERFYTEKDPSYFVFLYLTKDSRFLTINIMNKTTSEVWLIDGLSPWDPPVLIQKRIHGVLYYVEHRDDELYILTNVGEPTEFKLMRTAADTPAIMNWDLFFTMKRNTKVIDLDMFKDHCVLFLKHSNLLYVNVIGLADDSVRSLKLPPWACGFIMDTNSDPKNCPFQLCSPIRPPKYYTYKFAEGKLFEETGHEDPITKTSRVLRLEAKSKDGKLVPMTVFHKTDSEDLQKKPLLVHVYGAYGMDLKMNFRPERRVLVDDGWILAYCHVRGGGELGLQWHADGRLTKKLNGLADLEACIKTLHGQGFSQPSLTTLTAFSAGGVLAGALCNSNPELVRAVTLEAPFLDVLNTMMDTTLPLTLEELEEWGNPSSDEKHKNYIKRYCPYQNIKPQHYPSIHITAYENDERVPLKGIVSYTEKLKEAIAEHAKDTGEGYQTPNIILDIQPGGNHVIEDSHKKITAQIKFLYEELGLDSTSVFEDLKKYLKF
# PAFAH1B2 inh: blocks human PAF acetylhydrolase 1b catalytic subunit 2; P68402; actives 1.2% (n = 340,000); AID 492953; inhibition, % at 3.39 µM; recombinant PAFAH1B2, FP-rhodamine activity probe, fluorescence polarization;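 active = inhibition above the mean of all tested compounds plus 3 SD, cut at about 24% in these data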;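 also: 0% = enzyme with DMSO and 100% = wells lacking PAFAH1B2; many of its hits are not listed in these tables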
# pPAFAH FP inh: inhibitors of human plasma PAF acetylhydrolase (pPAFAH). recombinant pPAFAH, FP-rhodamine probe fluorescence polarization. inhibition, % at 3.39 µM. actives 1.5% (n = 330,000);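 active = inhibition above the mean inhibition across the screen plus 3 SD, cut at about 25% in these data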;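 also: inhibitors block binding of the rhodamine activity-based probe so polarization drops; 0% = enzyme with DMSO and 100% = wells lacking pPAFAH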
# LYPLA2 counter: LYPLA2 (human) inhibition in PME1 counter-screen; AID 2177; inhibition, % at 5.9 µM; actives 0.38% (n = 320,000); O95372; recombinant LYPLA2, FP-Rh probe fluorescence polarization;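 active = inhibition above the screen-wide mean plus 3 SD, limit set per campaign, cut at about 26% in these data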;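 also: 0% = LYPLA2 with DMSO and 100% = wells lacking LYPLA2 enzyme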
# PAFAH1B3 FP inh: blocks human PAF acetylhydrolase 1B catalytic subunit 3; inhibition, % at 3.39 µM; recombinant PAFAH1B3, FP-rhodamine probe, fluorescence polarization; actives 0.28% (n = 340,000); Q15102;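 active = inhibition above the screen-wide average of all tested compounds plus 3 SD, cut at about 25% in these data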;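 also: 0% = enzyme with DMSO only and 100% = wells lacking PAFAH1B3 protein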
# PAD4 inh: blocks human protein arginine deiminase 4 | actives 0.41% (n = 330,000) | recombinant PAD4, RCA probe fluorescence polarization | AID 485272 | inhibition, % at 6.36 µM;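 active = percent inhibition above a cutoff equal to the mean of all tested compounds plus 3 SD, cut at about 15% in these data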;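 also: 0% = PAD4 with RCA probe and DMSO and 100% = probe without PAD4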
# LYPLA1 counter: blocks human lysophospholipase 1, a PME1 counter-screen; inhibition, % at 5.9 µM; actives 0.16% (n = 320,000); recombinant LYPLA1, FP-Rh probe fluorescence polarization; O75608;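 active = inhibition above the mean of all tested compounds plus 3 SD, set per campaign, cut at about 14% in these data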;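 also: inhibitors block serine hydrolase probe labeling of LYPLA1 so polarization falls; 0% = enzyme with DMSO and 100% = wells lacking LYPLA1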
# GSTO1 counter: GSTO1 inhibition, counter-screen for RBBP9 inhibitors; inhibition, % at 5.96 µM; actives 1.1% (n = 300,000); AID 1974; P78417; recombinant GSTO1, activity-based probe fluorescence polarization;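 active = inhibition above the campaign mean inhibition plus 3 SD, cut at about 35% in these data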;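 also: 0% = GSTO1-1 with DMSO and 100% = wells lacking GSTO1-1 enzyme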
# Target sequence (P78417 whole entry, looked up): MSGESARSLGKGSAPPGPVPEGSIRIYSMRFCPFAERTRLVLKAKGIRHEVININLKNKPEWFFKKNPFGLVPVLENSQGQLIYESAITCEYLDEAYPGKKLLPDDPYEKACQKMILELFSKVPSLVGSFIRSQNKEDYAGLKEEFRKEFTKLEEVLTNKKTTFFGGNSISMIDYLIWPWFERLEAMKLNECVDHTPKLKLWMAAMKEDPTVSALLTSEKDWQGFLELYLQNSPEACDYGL
# PME-1 inh: PME-1 (human) inhibition | recombinant PME-1, FP-Rh probe fluorescence polarization | AID 2130 | inhibition, % at 5.9 µM | Q9Y570 | actives 0.53% (n = 320,000);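 active = inhibition above the campaign mean of all compounds plus 3 SD, cut at about 26% in these data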;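 also: competitive labeling of PME-1 active site by serine hydrolase directed probe; 0% = PME-1 with DMSO and 100% = wells lacking PME-1 enzyme; inhibitors block probe labeling so polarization falls and inhibition rises; many of its hits are not listed in these tables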
# An asterisk follows results filed as active; . = not tested or not shown.
SMILES,PREPL inh,PAFAH1B2 inh,pPAFAH FP inh,LYPLA2 counter,PAFAH1B3 FP inh,PAD4 inh,LYPLA1 counter,GSTO1 counter,PME-1 inh
O=C1CN(C(=O)c2ccccn2)c2ccccc2N1,-4.8,10.4,-3.3,3.2,5.8,3.8,5.6,7.2,-2.9
CCCCC[C@H]1CN(C2CCCCC2)C(=O)[C@@H]1CC(=O)NCc1ccccc1,10.1,2.9,10.8,-1.9,-2.0,4.9,4.8,2.8,5.8
c1ccc(-c2cc3ccccc3cn2)cc1,-41.0,3.1,0.3,.,3.9,-1.6,.,.,.
O=c1cc(CSc2ccc(S(=O)(=O)N3CCCCC3)cn2)nc2sccn12,5.2,25.0*,9.7,1.5,9.0,0.4,-1.4,-7.9,7.7
CC(C)C[C@@H](CO)N1CCNCCC1=O,1.9,-6.0,4.2,-0.2,1.9,-2.4,4.3,2.5,-1.1
CCOC(=O)N1CCN(C(=O)CN2C(=O)NC(c3ccccc3)(c3ccccc3)C2=O)CC1,0.5,2.7,0.4,4.6,3.1,-1.2,0.1,7.6,2.0
O=C(CN(CCN1CCOCC1)C(=O)Cn1nnc(-c2ccc(F)cc2)n1)NC1CCCCC1,5.6,2.8,-2.1,-2.4,11.2,3.4,-2.5,-4.8,-2.6
COc1ccc(/C=C/c2nc(C)c(-c3ccccc3)c(=O)[nH]2)cc1OC,9.5,4.3,-1.0,1.7,-1.9,2.6,-3.8,4.4,-1.5
CCOc1ccc(N=C2NC(=O)S/C2=C\c2ccc(N(C)C)cc2)cc1,8.4,-34.7,10.6,-7.0,-63.9,-9.7,-4.2,-7.3,-3.1
CN(C)S(=O)(=O)c1cccc(C(=O)Nc2cc3c(cc2C(=O)O)OCCCO3)c1,-2.6,7.7,1.1,-7.4,6.6,0.0,-4.0,-17.7,-3.1

# Single entries from the results shown.
# PAD4 inh, `COc1ccc(/C=C/c2nc(C)c(-c3ccccc3)c(=O)[nH]2)cc1OC` stands at 2.6
# PREPL inh, `CCOc1ccc(N=C2NC(=O)S/C2=C\c2ccc(N(C)C)cc2)cc1` stands at 8.4

# Additional structures follow:
SMILES,PREPL inh,PAFAH1B2 inh,pPAFAH FP inh,LYPLA2 counter,PAFAH1B3 FP inh,PAD4 inh,LYPLA1 counter,GSTO1 counter,PME-1 inh
Cc1cc(Cl)ccc1NC(=S)NCCc1ccc(Cl)cc1,-3.0,12.6,3.8,-3.4,1.5,2.4,-1.6,1.8,11.4
COc1ccc(/C=N/NC(=O)COc2ccc3ccccc3c2)c(C(=O)O)c1OC,-8.5,8.6,0.5,-1.1,3.4,0.0,-3.2,2.0,-8.7
O=C1C(=O)N(C2CCS(=O)(=O)C2)C(c2cccc(O)c2)/C1=C(/O)c1ccc(Cl)cc1 (configuration not stated),4.7,-3.7,8.8,5.3,1.9,-5.1,-1.1,-4.0,-5.9
COc1cc(/C=N/NC(=O)c2cccnc2)ccc1OCC(=O)Nc1ccc(C)cc1,3.2,2.2,-8.0,-6.0,-1.8,-1.5,-1.9,-1.0,-11.1
N#CC1=C(N)N(c2ccccc2)C2=C(C(=O)CCC2)C1c1cccs1 (configuration not stated),0.9,-0.4,11.7,-10.2,-7.7,-18.4,-6.2,-2.5,13.7
Cc1ccc(S(=O)(=O)NCCC(=O)NNC(=O)COc2ccccc2Cl)cc1C,7.6,2.3,-2.4,1.7,10.0,2.4,-1.8,.,4.8
CN1CCN(C(=O)C2=C[C@H](C(C)(C)C)C[C@H](OCCCCO)O2)CC1,7.3,4.5,2.5,-8.5,6.4,-1.9,-3.4,0.0,4.5
Cc1cccn2c(=O)nc(SCC(=O)N3CCC(C)CC3)nc12,6.7,1.1,5.7,3.2,5.1,0.4,4.4,-3.8,3.4
CCCCNC(=O)c1ccc(S(=O)(=O)c2ccc(Cl)cc2)c(NC(C)=O)c1,6.5,0.5,11.8,5.6,0.9,1.7,-3.1,0.6,2.4
CCc1ccc(-c2cnc3nc[nH]c(=O)c3n2)cc1,2.2,6.6,-1.2,2.1,-0.5,3.0,3.8,-2.5,-3.4
CCc1ccc(NC(=O)C2CCCN(S(=O)(=O)c3ccc4c(c3)CC(C)N4C(C)=O)C2)cc1 (configuration not stated),-4.9,6.3,-0.7,-2.8,5.9,0.8,-0.5,-4.8,8.2
O=C(Cc1ccccc1)Nc1ccc(N2CCCCC2)cc1,13.2,2.0,0.6,2.2,-1.8,1.1,-1.7,4.6,-1.4
COc1ccc2cc(-c3[nH]ncc3CN3CCCC3c3nonc3C)ccc2c1 (configuration not stated),37.3,1.2,-3.1,-1.8,0.1,-5.0,-5.0,12.5,-2.7
COCCSc1ccccc1C(=O)Nc1ccncc1,4.7,4.7,5.4,6.2,0.9,2.8,7.7,-3.2,1.2
NC(=O)CC(NC(=O)c1ccccc1)c1ccc(NCCN2CCOCC2)c([N+](=O)[O-])c1 (configuration not stated),-2.2,4.9,-0.3,1.2,-4.5,2.6,0.4,4.7,6.2
CCOc1ccc(Nc2nc(Cc3nnc(SCC(N)=O)o3)cs2)cc1,12.7,4.6,16.3,5.2,0.3,-3.0,-2.8,3.3,-14.9
CCn1c(SCC(=O)Nc2ccc(Cl)cc2)nc2nc3c(cc2c1=O)CCCC3,-6.2,-1.7,4.8,8.3,-3.1,1.0,3.3,-7.4,0.2
Cc1ccccc1-c1ccc(=O)n(CC(=O)Nc2ccc(-n3cnnn3)cc2)n1,-139.9,-0.2,1.3,-1.5,7.4,-1.3,0.6,6.3,-2.4
CCc1ccc(C2C3=C(CCCC3=O)OC3=C2C(=O)CCC3)cc1,16.5,-3.4,4.1,-2.0,3.1,-4.5,1.2,2.8,5.1
Cc1cc2ccccc2nc1SCC(=O)N1CCCC1,6.4,11.1,5.2,-5.1,4.9,3.3,-3.3,-11.9,-0.5
COc1ccc(CCNc2nc(Cl)nc(NC(C)(C)CO)n2)cc1OC,5.2,7.7,0.3,1.8,3.7,-1.8,-0.2,8.8,-5.2
Cc1ccc(C)c2c1cc(C)c1nnc(SCC(=O)NCc3ccc4c(c3)OCO4)n12,8.1,3.3,-4.5,0.3,-0.5,-3.3,-3.1,-1.4,-1.4
O=C1c2ccccc2C(Nc2cccnc2)N1Cc1ccc2c(c1)OCO2 (configuration not stated),-5.8,2.3,2.1,4.4,-1.3,-4.3,1.5,-1.4,4.8
O=C(O)c1ccc(CN2CCCCC2)o1,-2.4,1.5,-2.7,1.7,5.1,-7.0,-1.2,-1.5,-0.3
O=C(NCc1ccco1)C1CC(c2ccc(F)cc2)=NO1 (configuration not stated),-2.3,0.8,6.7,-1.4,0.7,-4.3,1.2,-2.6,1.3
O=c1c(-c2ccc(O)cc2)coc2cc(O)ccc12,5.8,2.4,-0.8,-2.3,10.8,-1.7,-3.3,6.2,-5.9
Cc1ccc2n(n1)c(=O)c(Cc1ccccc1)c([O-])[n+]2-c1ccccc1,1.8,1.1,1.5,-2.3,-3.8,-0.6,-0.8,5.5,-5.8
CCN(Cc1ccncc1)C(=O)c1ccccc1NS(=O)(=O)c1ccc(F)cc1,-3.1,5.4,3.0,7.8,5.9,1.1,3.5,-6.3,5.2
CCOC(=O)c1[nH]ncc1CN1CCC(Cc2ccccc2)(C(=O)OCC)CC1,-8.6,1.9,0.8,3.6,2.6,-0.5,3.6,-7.0,1.7
CN1C(c2ccccc2)CCOS1(=O)=O (configuration not stated),-1.0,5.7,3.4,2.2,3.1,-1.1,-1.3,25.4,0.1
NC(=O)c1nn(-c2ccc(Cl)cc2Cl)c(=O)cc1O,17.2,17.0,-6.4,1.7,8.3,-2.4,-1.8,-1.4,-1.9
C/C(=C\c1ccco1)CN1CCN(Cc2ccc(C)o2)C(CCO)C1 (configuration not stated),4.1,5.1,1.5,3.1,3.5,-1.8,-2.5,-5.3,-7.2
Cc1nn(C)c(C)c1S(=O)(=O)N(CC(=O)NCCCOC(C)C)c1ccc(C(C)C)cc1,7.3,1.2,1.4,1.6,0.8,-1.3,4.2,-1.4,0.5
C=CCn1c(SCc2ccc(C(=O)Nc3ccccc3)cc2)nnc1-c1ccccc1,-4.1,-1.5,3.4,1.4,-0.6,1.0,-1.5,0.5,2.1
CN(C(=O)c1cc2c(=O)n3ccccc3nc2s1)C1CCCCC1,-14.5,0.9,0.9,5.5,8.7,-5.5,-0.6,3.2,0.2
Cc1cccc(OCC(=O)Nc2nnc(-c3ccco3)s2)c1,2.4,0.1,0.4,-5.5,0.0,-3.1,-3.3,-4.1,-5.4
COc1c(C)cc(C(=O)C2CCCN(C(=O)c3ccoc3)C2)cc1C (configuration not stated),6.2,-2.1,0.7,-1.1,-1.7,-1.1,1.9,1.3,5.0
Cc1ccc(NC(=S)NC(=O)c2cncc(Br)c2)cc1Cl,2.2,.,2.8,-7.5,.,-2.2,-0.8,-5.2,0.4
Cc1cccc(NC(=O)CSc2nnc(-c3ccncc3)n2C)c1,-4.7,-1.0,1.1,1.7,14.1,-0.2,1.9,-6.3,-0.8
Nc1c(-c2ccccc2)c(CSc2nc3ccccc3[nH]2)nn1-c1cccc(Cl)c1,1.9,-1.1,-7.7,-7.0,-2.3,-1.4,-9.4,-2.9,2.8
CC(C)(C)NC(=O)c1ccc2c(c1)N(CC(=O)NC1CCCC1)C(=O)C(C)(C)O2,16.0,1.6,3.8,3.9,5.8,-0.6,4.8,-0.5,3.1
O=C(CNc1ccc(Br)cc1)NNC1=NCCC1,4.6,1.3,3.5,2.1,5.0,-8.6,2.2,7.5,0.9
CC[C@@]1(C(=O)OC)N[C@H](CN(C)S(=O)(=O)c2ccc(OC(F)(F)F)cc2)[C@@H]2C(=O)N(C)C(=O)[C@@H]21,19.7,7.9,-0.8,.,8.2,2.3,.,.,.
Cc1ccc(C(O)c2nccn2C)o1 (configuration not stated),-1.1,5.2,-2.2,-9.9,1.9,5.9,-3.1,5.4,-7.3
CCn1cc(/C=C(\NC(=O)c2ccccc2F)C(=O)NCCN2CCOCC2)c2ccccc21,5.8,3.7,4.4,4.6,6.1,0.1,1.1,6.6,3.5
CC(=O)N1CCc2cc(S(=O)(=O)NCCN3CCC(C)CC3)ccc21,0.8,4.9,-2.3,-2.4,3.8,-3.1,0.2,9.0,-2.7
COc1ccc(C(=O)OCC(=O)Nc2cccc(C(C)=O)c2)c(OC)c1OC,0.1,0.4,10.3,0.2,7.8,1.7,1.3,2.7,7.1
Oc1ccc(Br)cc1-c1ccnn1-c1ccccc1,19.6,-2.3,2.0,-10.6,-1.3,4.3,-7.6,6.3,-2.6
CCOC(=O)c1ccccc1NC(=O)c1ccccc1NS(C)(=O)=O,4.5,0.6,-0.8,2.1,2.4,-2.1,0.3,-6.5,3.8
COc1ccccc1NC(=O)C(C)OC(=O)Cc1n[nH]c(=O)c2ccccc12 (configuration not stated),5.3,0.3,7.0,2.3,-2.0,-4.9,2.6,3.9,-6.7
Cc1cccc(C(=O)O[C@H]2[C@H](Cc3ccccc3)NS(=O)(=O)[C@H]3CC4C=C[C@]23O4)c1,-6.2,-5.7,-2.5,.,-2.8,-3.4,.,.,.
CC(C)(C)c1ccc(C(=O)NNC(=O)c2cccc(-n3cnnn3)c2)cc1,2.1,2.2,5.3,6.2,5.0,0.3,1.3,10.8,-5.0

# Some of the compounds tested; the hit share may differ from the screen's.
